PI4K2A inh – blocks human PI4K2A kinase activity; purified PI4K2A, ADP-Glo luminescence, 1 h; stronger effect = lower value; activity change, negative = inhibition, % at 76.9 µM; actives 0.13% (n = 420,000); AID 1346378; in the data active means activity change below about -50%; inconclusive means mostly about -30% to -49%;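 further: -100% = wells without enzyme as full effect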
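Compounds are screened against recombinant PI4K2A using PI as substrate and ATP, the latter dispensed at 300 microM. Reactions run one hour at ambient temperature before ADP-Glo detection; full inhibition defined by wells lacking enzyme.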
mIDH1 inhibitor – blocks human mutant IDH1 R132H enzyme; O75874; IDH1-R132H enzyme, NADPH consumption, diaphorase/resazurin fluorescence; Potency, µM (series often up to 76.6 µM), inactives show at the top dose activity change, negative = inhibition, hits mostly inhibitors; actives 0.093% (n = 390,000); further: potency means the concentration at half of the fitted maximal effect; on the % scale 0 is the no-effect control and ±100 the full control effect; nearly all actives have a fitted effect of over 65% in size
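IDH1-R132H (0.5 ug/mL dispensed) in pH 7.5 Tris buffer was preincubated 30 min with compound, then given a substrate mix of 0.016 mM NADPH and 2 mM alpha-KG for 80 min at room temperature; remaining NADPH was read by diaphorase/resazurin fluorescence.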
TRHR enhancer – allosteric enhancers of human TRH receptor. AID 493056. actives 0.66% (n = 360,000). TRHR cells, fluo-8 calcium fluorescence, EC20 TRH enhancement. enhancement, % at 2 µM. P34981; in the data active means enhancement above about 30%; further: 0% is about no effect
Target sequence (P34981 whole entry, looked up): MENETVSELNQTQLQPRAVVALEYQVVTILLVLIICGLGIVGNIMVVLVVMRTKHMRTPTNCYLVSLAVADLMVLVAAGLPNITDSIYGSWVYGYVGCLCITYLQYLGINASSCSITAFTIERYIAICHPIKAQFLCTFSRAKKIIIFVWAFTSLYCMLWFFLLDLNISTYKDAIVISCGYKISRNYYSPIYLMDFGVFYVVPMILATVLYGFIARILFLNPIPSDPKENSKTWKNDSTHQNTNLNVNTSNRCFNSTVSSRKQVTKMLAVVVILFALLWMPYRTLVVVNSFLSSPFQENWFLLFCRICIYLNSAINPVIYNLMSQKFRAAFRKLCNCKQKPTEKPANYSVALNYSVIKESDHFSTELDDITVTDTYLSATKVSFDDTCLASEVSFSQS
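Enhancer read-out: after compound pinning and an initial kinetic agonist-mode read, an EC20 of TRH (10 nM final) was injected and fluo-8 calcium signal (Ex 480/Em 530) followed at 1 s/cycle for 100 cycles in TRHR-expressing cells.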
D2 antagonist – antagonizes the human D2 dopamine receptor. actives 2% (n = 340,000). AID 485344. P14416. inhibition, % at 10 µM. HEK293 TREx D2 cells, calcium flux, dopamine EC80; in the data active means inhibition above about 30%; further: 0% is about no effect
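Overnight-induced (tetracycline, 30 C) HEK293 T-REx cells carrying force-coupled D2 receive a no-wash calcium dye, then compound, then EC80 dopamine at 180 s; signals are read kinetically throughout.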
D2 agonist – agonists of human D2 dopamine receptor. actives 0.53% (n = 340,000). P14416. activation, % at 2 µM. HEK293 T-REx D2 cells, calcium flux agonist mode;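 active means activation over 3 SD above normal in the single-dose calcium agonist read, cut at about 30% in these data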; further: 0% is about no effect
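In this primary screen, compounds producing a positive calcium signal within 180 s of addition to tetracycline-induced, force-coupled HEK293 Trex D2 cells are flagged; cells are dye-loaded with a no-wash calcium kit beforehand.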
TrxR1 inh – inhibitors of rat thioredoxin reductase 1. O89049. recombinant rTrxR1, NADPH fluorescence consumption, selenite substrate. Potency, µM (top dose mostly 114 µM), inactives show top-dose activity change, negative = inhibition, most hits filed as inhibitors. actives 1% (n = 390,000). AID 588453; further: potency means the concentration at half of the fitted maximal effect; on the % scale 0 is the no-effect control and ±100 the full control effect; nearly all actives have a fitted effect of over 65% in size
Target sequence (O89049 whole entry, looked up): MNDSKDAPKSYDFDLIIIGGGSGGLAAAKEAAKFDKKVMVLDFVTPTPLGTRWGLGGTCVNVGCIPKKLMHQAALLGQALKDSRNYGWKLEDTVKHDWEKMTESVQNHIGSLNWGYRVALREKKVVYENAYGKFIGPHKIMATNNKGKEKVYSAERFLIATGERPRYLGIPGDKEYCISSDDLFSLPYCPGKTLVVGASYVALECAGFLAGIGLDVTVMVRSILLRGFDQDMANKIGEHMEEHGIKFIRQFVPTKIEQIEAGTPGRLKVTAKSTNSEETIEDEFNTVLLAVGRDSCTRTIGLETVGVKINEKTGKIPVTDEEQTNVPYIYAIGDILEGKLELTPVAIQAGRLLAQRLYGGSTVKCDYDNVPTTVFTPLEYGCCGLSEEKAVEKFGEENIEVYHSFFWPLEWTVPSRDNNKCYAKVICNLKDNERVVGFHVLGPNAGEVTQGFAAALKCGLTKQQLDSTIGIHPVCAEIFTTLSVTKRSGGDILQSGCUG
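Rat TrxR1 (90 nM in the dispensed reagent) was pre-reduced with 400 uM NADPH for 5 min at room temperature, then incubated with compound for 15 min. After 400 uM selenite was added, NADPH fluorescence (Ex 340/Em 450 nm) was followed for 8 min.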
TrxR1 substrate – is turned over as a substrate by rat TrxR1; AID 588456; purified TrxR1 substrate turnover, NADPH consumption readout; actives 0.01% (n = 390,000); Potency, µM (titrated, usually from 114 µM), inactives show at the top dose activity change, negative = substrate turnover; further: potency means the concentration at half of the fitted maximal effect; on the % scale 0 is the no-effect control and ±100 the full control effect; nearly all actives have a fitted effect of over 50% in size
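Rat TrxR1, dispensed at 90 nM, was prereduced with 400 uM NADPH (final) for 5 min at ~22 deg C, then incubated with compound 15 min before 400 uM selenite. A first-read NADPH fluorescence drop versus no-compound background flagged substrates.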
USP1 inh – USP1/UAF1 (human) deubiquitinase inhibition; O94782; recombinant USP1/UAF1, Ub-Rhodamine cleavage fluorescence; Potency, µM (doses to about 57.1 µM), without a hit: at the highest dose activity change, negative = inhibition, hits mostly inhibitors; actives 0.23% (n = 390,000); AID 743255; further: potency means the concentration at half of the fitted maximal effect; on the % scale 0 is the no-effect control and ±100 the full control effect; nearly all actives have a fitted effect of over 60% in size; inactives centre near -12
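1 nM enzyme complex + cpd, 15 min RT; start with Ub-Rho 150nM final; kinetic fluorescence ex 480/em 540, 6 reads q60 s. Buffer 50mM HEPES pH 7.8, 0.5mM EDTA, 0.1 mg/ml BSA, 1mM TCEP, 0.01% Tween-20.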
TRHR ag – TRH receptor (human) agonism; P34981; TRHR cells, calcium flux fluo-8, FDSS agonist mode; activation, % at 2 µM; actives 0.18% (n = 360,000); in the data active means activation above about 30%; further: 0% is about no effect
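Fluo-8-loaded TRHR cells; 10 s baseline, compound added, kinetic Ca2+ fluorescence read 1/s, agonist mode.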
* = called active by the depositor; ? = inconclusive; nt = no result given; [ ] = remark or other dose. Unless noted, the call rests on the fitted dose curve; in most records, active means well fitted inhibition curve with a large enough effect; inconclusive means small, poorly fitted or top-dose-only effect; inactive means no such curve, though single readings can be large or run the other way. Rows were taken by chance; about 3.9% have a hit in one of these screens.

Key to letters: A = PI4K2A inh; B = mIDH1 inhibitor; C = TRHR enhancer; D = D2 antagonist; E = D2 agonist; F = TrxR1 inh; G = TrxR1 substrate; H = USP1 inh; I = TRHR ag
> CCCN1C2CCCC1CC(NC(=O)c1cccc([N+](=O)[O-])c1)C2 (stereo not given)
  A = 7	B = 6%	C = 2	D = 23	E = -1.6	F = 6%[57.1 µM]	G = 12%[57.1 µM]	H = -4%	I = -0.8
> CC(=O)N1CCC2(CC1)NC(=O)N(c1ccccc1)N2
  A = 6	B = 14%	C = -3	D = 4	E = 1.3	F = 18%[57.1 µM]	G = 10%[57.1 µM]	H = -6%	I = 1.3
> CS(=O)(=O)N1CCC(C(=O)NCc2ccco2)CC1
  A = -1	B = -4%	C = 0	D = -14	E = 0.6	F = -20%	G = -5%	H = 2%	I = 1.3
> CCCCCCCCCC(=O)NNC(=O)c1c(O)c2ccccc2n(CCC)c1=O
  A = -8	B = 2%	C = 4	D = -1	E = -0.3	F = 46%[activator][57.1 µM]	G = 12%[57.1 µM]	H = -8%	I = 0.2
> O=[N+]([O-])c1ccc(Oc2ccc(S(=O)(=O)N3CCCCC3)cc2)cc1
  A = -2	B = 4%	C = -5	D = nt	E = nt	F = -8%	G = -8%	H = -10%	I = -0.4
> CSc1nsc(SCC(=O)Nc2ccc(O)c(C(=O)O)c2)n1
  A = 0	B = -9%	C = -5	D = 7	E = 0.8	F = 9%	G = 3%	H = -15%	I = -0.1
> COc1ccc(CC(=O)NNC(=O)c2ccc(SCc3cc(F)ccc3F)c([N+](=O)[O-])c2)cc1
  A = 1	B = 9%	C = -4	D = 13	E = 0.0	F = 14%	G = -9%	H = -9%	I = 0.6
> O=c1c2cc(Cl)ccc2nc(-c2ccc(Cl)c(Cl)c2)n1O
  A = -3	B = 4%	C = 9	D = 7	E = 11	F = 20%	G = 9%	H = -19%	I = 17
> Cc1ccc(-n2c(=O)c3c4c(sc3n3c(=S)[nH]nc23)CCC4)cc1
  A = 2	B = 11%	C = 2	D = -9	E = 0.5	F = -21%	G = -1%	H = -7%	I = -0.1
> CCC(NC(=O)COC(=O)C1CC2CCCC(C1)C2=O)c1ccc(Br)cc1 (stereo not given)
  A = 5	B = 1%	C = -11	D = 2	E = -0.2	F = 21%	G = 8%	H = -14%	I = -0.3

Next section; it opens with the 2 that closed the last part.
Key to letters: A = PI4K2A inh; B = mIDH1 inhibitor; C = TRHR enhancer; D = D2 antagonist; E = D2 agonist; F = TrxR1 inh; G = TrxR1 substrate; H = USP1 inh; I = TRHR ag
> Cc1ccc(-n2c(=O)c3c4c(sc3n3c(=S)[nH]nc23)CCC4)cc1
  A = 2	B = 11%	C = 2	D = -9	E = 0.5	F = -21%	G = -1%	H = -7%	I = -0.1
> CCC(NC(=O)COC(=O)C1CC2CCCC(C1)C2=O)c1ccc(Br)cc1 (stereo not given)
  A = 5	B = 1%	C = -11	D = 2	E = -0.2	F = 21%	G = 8%	H = -14%	I = -0.3
> CCn1c(SCC(=O)c2c(N)n(C3CC3)c(=O)[nH]c2=O)nnc1-c1ccccc1OC
  A = 1	B = 4%	C = 2	D = -19	E = -0.4	F = -5%	G = -10%	H = -10%	I = 0.4
> CCSc1nc(-c2ccccc2F)nc2c1Cc1c(CO)cnc(C)c1O2
  A = 2	B = 18%	C = 0	D = nt	E = -0.5	F = ?	G = 5%	H = -14%	I = 0.6
> COC(=O)C1=C(C)Nc2nnnn2C1c1ccccc1Cl (stereo not given)
  A = -3	B = 8%	C = 6	D = 10	E = 0.6	F = 5%[57.1 µM]	G = -2%[57.1 µM]	H = -7%	I = 0.2
> CCN(CC(=O)NCc1ccc(F)cc1)C(=O)c1oc2ccccc2c1C
  A = 4	B = 5%	C = -12	D = 9	E = -2.3	F = 5%	G = -3%	H = -24%	I = -0.3
> O=C(C[C@H]1C/C=C/CC[C@H](Cc2ccc(F)cc2)C(=O)O[C@H](c2ccccc2)CNC1=O)NCCO
  A = -1	B = -2%	C = nt	D = nt	E = nt	F = 18%	G = 0%	H = -13%	I = nt
> Cc1cc(C)c(NC(=O)C(C)N2CCCCCC2)c(C)c1 (stereo not given)
  A = -1	B = -3%	C = -7	D = -11	E = -0.2	F = 9%	G = 0%	H = -13%	I = -0.6
> COC(=O)Nc1nnc(-c2ccccc2OC)s1
  A = -10	B = 5%	C = 3	D = -3	E = 1.9	F = 32%[57.1 µM]	G = 62%	H = -17%	I = 1.1
> CCOc1ccc(CNC(=O)CCc2c(C)nn(-c3ccc(N4CCCCC4)nn3)c2C)cc1
  A = 4	B = 0%	C = -5	D = nt	E = 1.0	F = 21%[57.1 µM]	G = 5%[57.1 µM]	H = 4%	I = -0.7
> CC1CCN(c2ccccc2NC(=S)NC(=O)c2cccs2)CC1
  A = 0	B = 2%	C = -5	D = 8	E = 0.4	F = 8%	G = 7%	H = -15%	I = 0.9
> COc1ccc(CCNC(=O)c2cc(Cl)nc3ccccc23)cc1
  A = 4	B = 7%	C = 13	D = 3	E = 0.0	F = 2%	G = 2%	H = -3%	I = 1.2
> CCCOc1ccc(-c2nc(SCc3ccccc3)[nH]c(=O)c2C#N)cc1OC
  A = 3	B = -9%	C = -2	D = 16	E = -0.4	F = -3%	G = 6%	H = -9%	I = -0.6
> O=C(COc1ccc(Br)cc1)NCCNC(=O)c1ccccn1
  A = 1	B = 4%	C = -1	D = -13	E = 0.6	F = -11%	G = -9%	H = -8%	I = 0.1
> S=C(NCC1CCCO1)Nc1cccc2ccccc12 (stereo not given)
  A = -3	B = 14%	C = -7	D = -4	E = 0.3	F = 13%[11.4 µM]	G = 20%[57.1 µM]	H = -10%	I = 2.5
> CC12CCC(C/C1=N/OC(=O)c1cccc([N+](=O)[O-])c1)C2(C)C (stereo not given)
  A = 7	B = 0%	C = -1	D = 21	E = -0.2	F = -4%	G = -11%	H = -17%	I = 0.2
> NC(=O)C1CCN(Cc2nc3cc(Cl)ccc3c(=O)[nH]2)CC1
  A = 7	B = 0%	C = 2	D = 8	E = -0.2	F = 14%[11.4 µM]	G = -3%[11.4 µM]	H = -4%	I = 0.1
> Cc1nc2ccccc2nc1-c1ccc([N+](=O)[O-])cc1
  A = -5	B = -4%	C = nt	D = nt	E = nt	F = -11%[2.29 µM]	G = -5%[2.29 µM]	H = ?	I = nt
> COc1ccc([C@@H]2[C@@H]3C(=O)N(C(C)(C)C)C(=O)[C@@H]3[C@]3(C)C(=O)N(c4ccccc4)C(=O)N23)cc1
  A = -2	B = -2%	C = -4	D = 25	E = 1.6	F = 4%[57.1 µM]	G = 6%[57.1 µM]	H = 20%	I = 0.4
> COc1ccc2[nH]c(=O)c(CN(C(=O)NC3CCCCC3)C3CCCCC3)cc2c1
  A = 1	B = -3%	C = -6	D = 1	E = -0.5	F = -4%	G = -11%[0.457 µM]	H = 1%	I = -0.2
> Cc1ccccc1OCc1nnc(SCC(=O)Nc2ccc3nc(SCC(=O)Nc4ccccc4)sc3c2)n1C
  A = -1	B = -1%	C = -3	D = nt	E = nt	F = 2%	G = -7%	H = -6%	I = 1.7
> COC(=O)COc1cccc(NC(=O)c2ccc(Cl)cc2)c1
  A = 4	B = 4%	C = -6	D = -4	E = -0.1	F = 34%[57.1 µM]	G = 6%	H = -4%	I = -0.6

2 entries drawn at random from those above:
Key to letters: A = PI4K2A inh; B = mIDH1 inhibitor; C = TRHR enhancer; D = D2 antagonist; E = D2 agonist; F = TrxR1 inh; G = TrxR1 substrate; H = USP1 inh; I = TRHR ag
> CCCOc1ccc(-c2nc(SCc3ccccc3)[nH]c(=O)c2C#N)cc1OC
  A = 3	B = -9%	C = -2	D = 16	E = -0.4	F = -3%	G = 6%	H = -9%	I = -0.6
> CC12CCC(C/C1=N/OC(=O)c1cccc([N+](=O)[O-])c1)C2(C)C (stereo not given)
  A = 7	B = 0%	C = -1	D = 21	E = -0.2	F = -4%	G = -11%	H = -17%	I = 0.2

(next part)
Key to letters: A = PI4K2A inh; B = mIDH1 inhibitor; C = TRHR enhancer; D = D2 antagonist; E = D2 agonist; F = TrxR1 inh; G = TrxR1 substrate; H = USP1 inh; I = TRHR ag
> CN(C)c1nc(NN)nc(Nc2ccc(F)cc2)n1
  A = -10	B = 4%	C = 13	D = 2	E = -2.4	F = -4%	G = 9%[57.1 µM]	H = -8%	I = -0.8
> Cc1ccc(CNC(=O)CCS(=O)(=O)c2ccc3nc(C)sc3c2)cc1
  A = 5	B = 1%	C = 1	D = 23	E = -0.6	F = 6%[57.1 µM]	G = 1%[57.1 µM]	H = -19%	I = -0.5
> CCC(=O)Nc1nnc(SCc2ccccc2F)s1
  A = 4	B = -1%	C = -7	D = -11	E = 1.4	F = 13%[57.1 µM]	G = -7%	H = -6%	I = 1.4
> COc1ccc(-c2nnc(SCC(=O)NCc3cccs3)n2CC(C)C)cc1
  A = 5	B = 0%	C = -2	D = -3	E = -0.1	F = -3%[57.1 µM]	G = 1%[57.1 µM]	H = 5%	I = -0.4
> COCCN(CCOC)Cc1c(O)ccc2c1O/C(=C\c1ccc(C)o1)C2=O
  A = -1	B = -10%	C = -1	D = nt	E = nt	F = 50µM*	G = ?	H = 32µM*	I = 3.1
> CCCCNC(=O)Nc1cc(C(F)(F)F)c[nH]c1=O
  A = -1	B = 16%	C = 0	D = 4	E = 1.2	F = -6%	G = 1%	H = -22%	I = -0.7
> CN1/C(=C\P(=O)(N(C)C)N(C)C)C(C)(C)c2ccccc21
  A = 5	B = 3%	C = -4	D = 4	E = 0.2	F = -11%[57.1 µM]	G = 1%[57.1 µM]	H = -10%	I = 1.6
> CCOc1ccc(-n2c(SCC(=O)Nc3cc(OC)c([N+](=O)[O-])cc3C)nc3ccccc32)cc1
  A = -2	B = 1%	C = 22	D = -9	E = 0.7	F = 13%	G = 4%	H = -2%	I = 0.6

Bioassay records as filed in PubChem.
